Source: PubChem BioAssay
CF NFkB inh – inhibitors of cystic fibrosis induced NF-kB; KKLEB NF-kB-GFP reporter, PAF-induced, GFP fluorescence overnight; inhibition, % at 5 µM; 0.86% of 360,000 active; AID 588850;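 active means at least 50% inhibition at 5 µM, scaled per plate between neutral and stimulator controls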;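 further: PAF is a Pseudomonas aeruginosa culture filtrate used as stimulus; plate controls were PAF-stimulated DMSO wells for no effect and unstimulated DMSO wells for full effect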
TROY NFkB inh – inhibitors of TROY-dependent NF-kB signaling | 0.98% of 360,000 active | AID 1347056 | inhibition, % at 10 µM | Q293 LMP1-TROYcd NF-kB luciferase reporter, 4 h;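 active means compounds whose plate-normalised and pattern-corrected inhibition of the luciferase reporter signal at the single screening dose is 50% or more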
Shn3 inh set2 – Schnurri-3 reporter inhibition in Clone20 osteoblasts; Clone20 osteoblast Shn3 3'UTR firefly luciferase, 24 h; inhibition, % at 12.5 µM; 0.52% of 360,000 active;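 active means mean inhibition of at least 75% with every replicate also reaching 75%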;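 further: 0% = median of neutral control wells and 100% = pilot-screen positive control compound; some compounds past the cut are filed as inactive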
LMP1 NFkB inh – reduces LMP1-driven NF-kappaB luciferase signal; LMP1-induced NF-kappaB luciferase reporter cells, luminescence; inhibition, % at 12.5 µM; 0.69% of 350,000 active; AID 504558; in the data active means inhibition above about 41%;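 further: 0% = neutral control wells and 100% = reference inhibitor control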
TWEAK-Fn14 inh – inhibitors of TWEAK-Fn14 interaction signaling; TWEAK-stimulated Fn14 reporter cells, luciferase luminescence, 8 h; inhibition, % at 10 µM; 2% of 360,000 active; in the data active means inhibition above about 50%
COUP-TFII inh – blocks human COUP-TFII nuclear receptor; HEK293T NGFI-A luciferase reporter, luminescence; 0.7% of 370,000 active; P24468; inhibition, % at 8.6 µM;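 active means inhibition above a per-plate cutoff, mean inhibition of test wells between control levels plus 3 SD, cut at about 38% in these data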;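 further: cells cotransfected with COUP-TFII expression vector driving the NGFI-A reporter; 0% = median of COUP-TF2 test wells and 100% = reporter-only cells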
Target sequence (P24468 whole entry, looked up): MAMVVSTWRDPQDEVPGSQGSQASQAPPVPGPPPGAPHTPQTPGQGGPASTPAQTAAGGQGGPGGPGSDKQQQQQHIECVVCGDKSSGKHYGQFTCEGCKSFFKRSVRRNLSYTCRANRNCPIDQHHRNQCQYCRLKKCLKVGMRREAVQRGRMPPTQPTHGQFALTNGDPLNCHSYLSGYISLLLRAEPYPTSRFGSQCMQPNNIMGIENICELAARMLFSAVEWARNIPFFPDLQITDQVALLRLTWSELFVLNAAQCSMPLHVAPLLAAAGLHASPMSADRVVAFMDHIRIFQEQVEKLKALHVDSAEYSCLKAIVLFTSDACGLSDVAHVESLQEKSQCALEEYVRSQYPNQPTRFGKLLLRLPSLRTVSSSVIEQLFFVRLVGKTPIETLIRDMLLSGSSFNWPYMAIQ
NCOA1 inh – human NCOA1 inhibition; HEK293 GAL4-SRC1 luciferase reporter, luminescence; inhibition, % at 3.6 µM; Q15788; 0.12% of 360,000 active;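 active means inhibition above the campaign mean plus 3 SD, with each screening campaign given its own cutoff, cut at about 60% in these data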;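 further: 0% = DMSO treated cells and 100% = gossypol at 36 µM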
SRC3 inh – inhibits human SRC3 coactivator; Q9Y6Q9; HEK293 GAL4-SRC3 luciferase reporter, luminescence; inhibition, % at 3.6 µM; 0.17% of 360,000 active; AID 588352;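 active means inhibition above a per-campaign cutoff, the mean of all compounds plus 3 SD, cut at about 60% in these data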;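 further: 0% = DMSO-treated cells and 100% = gossypol-treated cells at 36 µM; higher means less SRC3-driven luciferase light from the GAL4 reporter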
KKLEB cytotox – CF airway cell cytotoxicity counter-screen. KKLEB CF airway cells viability, ATPlite luminescence, overnight; stronger effect = lower value; cells stimulated with P. aeruginosa culture filtrate. activity change (cytotoxicity), % at 5 µM. 0.36% of 360,000 active. AID 602141;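 active means corrected activity change at or below -50% at 5 µM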
TRAIL sens C8 – sensitizes caspase-8 expressing cells to TRAIL | inhibition (viability loss, TRAIL sensitization), % at 10 µM | 1% of 360,000 active | AID 624354 | NB7+C8 cells + TRAIL, ATPlite viability luminescence;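 active means compounds causing at least 50% loss of cell viability in the single-dose screen, relative to plate controls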
NR5A2 inv ag – inverse agonists of human LRH-1 (NR5A2); O00482; HEK293T StAR-luciferase reporter, LRH-1 transfected, 24 h; inhibition, % at 3.6 µM; 0.13% of 360,000 active;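 active means inhibition above the mean inhibition of all tested compounds plus 3 SD, cut at about 73% in these data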;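 further: 0% = DMSO wells and 100% = reporter-only cells lacking LRH-1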
Target sequence (O00482 whole entry, looked up): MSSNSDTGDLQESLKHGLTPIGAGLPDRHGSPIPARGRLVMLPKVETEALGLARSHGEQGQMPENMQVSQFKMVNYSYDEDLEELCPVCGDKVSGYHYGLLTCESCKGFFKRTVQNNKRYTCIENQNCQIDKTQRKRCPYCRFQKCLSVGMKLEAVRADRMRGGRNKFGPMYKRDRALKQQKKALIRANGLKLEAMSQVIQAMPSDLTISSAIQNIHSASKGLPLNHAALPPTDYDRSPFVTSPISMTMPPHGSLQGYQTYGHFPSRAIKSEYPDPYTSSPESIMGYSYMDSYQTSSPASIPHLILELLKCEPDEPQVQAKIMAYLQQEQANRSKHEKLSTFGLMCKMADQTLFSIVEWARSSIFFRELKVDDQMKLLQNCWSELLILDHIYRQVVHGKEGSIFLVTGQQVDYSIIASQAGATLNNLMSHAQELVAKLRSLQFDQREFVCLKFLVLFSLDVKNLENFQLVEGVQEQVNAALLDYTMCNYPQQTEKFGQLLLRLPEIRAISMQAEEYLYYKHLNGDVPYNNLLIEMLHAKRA
Active calls of the source: *; . = not tested or not shown.

SMILES	CF NFkB inh	TROY NFkB inh	Shn3 inh set2	LMP1 NFkB inh	TWEAK-Fn14 inh	COUP-TFII inh	NCOA1 inh	SRC3 inh	KKLEB cytotox	TRAIL sens C8	NR5A2 inv ag
O=C(CC(c1ccccc1)c1cc(Br)ccc1O)NCc1ccco1 (stereo unspecified)	0	-6	14	-3	27	22	0	2	7	-5	-13
CC(=O)c1ccc(S(=O)(=O)NCCCC(=O)N(C)Cc2ccc3c(c2)OCO3)cc1	11	12	0	20	-3	0	-12	0	-1	8	-5
CC(C)CC(=O)c1c[nH]c(C(=O)N2CCN(Cc3ccccc3)CC2)c1	-4	12	-35	3	1	-2	-5	12	11	-8	-12
Cc1cc(C)cc(N(C(=O)c2csnn2)C(C(=O)NC2CCCC2)c2ccccn2)c1 (stereo unspecified)	-17	-8	-4	3	14	-4	-33	2	-3	-9	-8
Oc1[nH]c2ccc(Br)cc2c1N=Nc1nn[nH]n1	-18	41	-24	-12	3	3	-34	-6	-6	0	3
CCn1c(SCC(=O)Nc2nccs2)nnc1-c1ccccn1	11	-7	-3	7	7	-21	7	11	-17	9	-18
COc1cc([N+](=O)[O-])ccc1NC(=O)COC(=O)C=C(C)C	4	-14	6	-2	-6	12	5	6	-7	-9	13
O=C(Nc1ccc(S(=O)(=O)Nc2ccccn2)cc1)C(F)(F)F	1	5	7	-2	2	0	0	18	-8	0	4
COc1nc(N=C(N)N)nc2c(C)cccc12	-21	-18	-19	-9	-51	-4	-3	5	4	-11	17
COCCn1c(SCC(=O)Nc2cc(C)cc(C)c2)nnc1C(C)C	5	-9	-11	-4	-14	-10	-4	-21	-3	-1	-15

Brought forward from above: 7 compounds, then new ones.
SMILES	CF NFkB inh	TROY NFkB inh	Shn3 inh set2	LMP1 NFkB inh	TWEAK-Fn14 inh	COUP-TFII inh	NCOA1 inh	SRC3 inh	KKLEB cytotox	TRAIL sens C8	NR5A2 inv ag
Cc1cc(C)cc(N(C(=O)c2csnn2)C(C(=O)NC2CCCC2)c2ccccn2)c1 (stereo unspecified)	-17	-8	-4	3	14	-4	-33	2	-3	-9	-8
Oc1[nH]c2ccc(Br)cc2c1N=Nc1nn[nH]n1	-18	41	-24	-12	3	3	-34	-6	-6	0	3
CCn1c(SCC(=O)Nc2nccs2)nnc1-c1ccccn1	11	-7	-3	7	7	-21	7	11	-17	9	-18
COc1cc([N+](=O)[O-])ccc1NC(=O)COC(=O)C=C(C)C	4	-14	6	-2	-6	12	5	6	-7	-9	13
O=C(Nc1ccc(S(=O)(=O)Nc2ccccn2)cc1)C(F)(F)F	1	5	7	-2	2	0	0	18	-8	0	4
COc1nc(N=C(N)N)nc2c(C)cccc12	-21	-18	-19	-9	-51	-4	-3	5	4	-11	17
COCCn1c(SCC(=O)Nc2cc(C)cc(C)c2)nnc1C(C)C	5	-9	-11	-4	-14	-10	-4	-21	-3	-1	-15
CC(Oc1ccc2c(c1)oc(=O)c1ccccc12)C(=O)NC(Cc1c[nH]c2ccc(O)cc12)C(=O)O (stereo unspecified)	18	-3	15	3	-23	-12	-10	-9	6	0	5
O=C(CCn1c(=S)oc2ccccc21)Nc1ccccc1Br	-14	7	-17	10	-3	18	-29	-22	1	9	4
CC(C)(CNC(=O)COc1ccccc1Cc1ccccc1)N1CCOCC1	6	-16	11	-15	-2	2	4	14	11	1	-1
O=C1CCCC(=O)N1c1ccc(Oc2ccc(Cl)cc2)cc1	-12	-30	-15	1	11	8	-9	-10	14	-19	6
Cc1cc(C)nc(SCC(=O)n2c3c(c4ccccc42)CCCC3)n1	-6	-2	-14	14	6	-3	-3	19	10	-17	2
CC(Sc1nnc(COc2ccc(Cl)cc2)n1Cc1ccccc1)C(=O)O (stereo unspecified)	3	12	-24	-4	6	14	-32	20	7	18	-21
CCc1ccc(S(=O)(=O)/N=C2\C=C(NS(=O)(=O)c3ccccc3)C(=O)c3ccccc32)cc1	69*	-22	-3	-4	-6	6	-27	-20	-10	-22	8
O=C(Cc1ccc(NC(=O)C2CCCN(C(=O)C3CCC3)C2)cc1)Nc1ccc(C(=O)N2CCOCC2)cc1 (stereo unspecified)	-4	-6	-7	-2	-2	-8	-27	5	16	-15	7
CN(CC(=O)NCc1ccncc1)S(=O)(=O)c1ccc2ccccc2c1	8	-8	3	-4	1	6	-4	-2	-15	4	-7
CCN(CC)CCCNC(=O)CCC(=O)Nc1ccc2nc(N3CCCCC3)cc(C)c2c1	-12	-13	-9	-7	-20	8	-11	-13	2	-5	-12
CC(C)N(C(=O)Cn1cc(S(=O)(=O)CC(=O)N2CCOCC2)c2ccccc21)C(C)C	-9	5	7	-2	14	-4	-18	10	-7	1	20
COc1ccccc1C(=O)N1CCN(Cc2nc(CC3CC3)no2)CC1	3	-11	0	-1	-12	0	5	15	2	-2	-6
COc1ccc(C2CC3(O)CC(C#N)(C(=O)N3)C2(C#N)C#N)cc1 (stereo unspecified)	8	82*	1	-4	91*	-5	-3	14	3	4	-1
COc1ccc(N(C(=O)c2ccco2)C(C(=O)NC2CCCC2)c2ccncc2)cc1OC (stereo unspecified)	-7	0	-14	2	10	-16	11	-1	4	16	13
O=C(CNS(=O)(=O)c1ccccc1)N/N=C/c1ccc(O)cc1	8	-3	-6	4	-8	0	0	5	1	3	6
CCCCCN=C(N)N/N=C/c1c[nH]c2ccc(OC)cc12	25	12	67	-2	-15	19	6	14	-24	94*	14
COc1cc(C2=NC(CO)(CO)CO2)cc(OC)c1OC	-6	2	-2	-4	9	17	6	21	-7	-3	2
CCOC(=O)C1=C(C)NC(=O)NC1c1ccc(C)o1 (stereo unspecified)	2	36	-8	6	23	14	-9	-3	-4	2	-5
COc1ccc(NS(=O)(=O)c2cccc(C(=O)N3CCC3)c2)cc1	18	6	4	0	-12	-6	5	3	3	-1	14
Cc1ccc(C2CC(=O)c3cnc(NC(=O)c4ccco4)nc3C2)cc1 (stereo unspecified)	6	-8	2	2	3	-5	4	0	-4	-6	-10
CCNC(=O)C1CCCN(Cc2cc(-c3ccccc3)on2)CC1 (stereo unspecified)	3	25	-12	.	-35	25	-2	-17	4	-13	1
CC(C)=C(NC(=O)c1ccccc1)C(=O)Nc1cccc(C)c1	-31	1	19	-17	5	-4	3	-22	18	4	-5
COc1cccc(C2=CC(=O)CC(C)(C)C2=O)c1	-9	-17	0	0	1	14	-3	4	-1	-14	-10
C=CCn1nc(C(=O)OCC)cc1-c1sc(NC(=O)c2ccccc2)nc1C	5	11	6	8	32	22	-8	-2	11	6	-3
Cc1cccc(C)c1NC(=O)CNC(=O)COC(=O)c1ccc(Cl)s1	19	-7	1	-2	-4	10	-14	4	-6	-2	0
Cc1cccc(C)c1NC(=O)CCCSc1nnc(-c2ccco2)n1-c1ccccc1	12	4	17	1	4	31	4	0	-16	-2	-1
CC(C)C[C@@H]1CN=C(N)N1C[C@@H]1CCCN1C[C@@H](C(C)C)N1C[C@@H](Cc2ccccc2)N(CCCC2CCCC2)C1=N	3	-2	-6	-1	8	6	-1	-7	13	5	22
CCc1nc2c(OCCC3CCCCC3)cccn2c1N(C)C(=O)c1cccs1	40	17	11	.	3	11	-2	5	-16	14	-1
O=C(Nc1ccccc1)NN1CC(=O)N(c2ccc(Cl)cc2)CC1=O	-6	-9	7	6	-18	-19	-4	10	16	-3	12
COc1ccc(-c2n[nH]c(C)c2-c2cscn2)c(O)c1	6	4	14	-1	11	11	-18	2	-10	-6	-1
Cc1nnc(SCC(=O)NNC(=O)c2ccc(Br)cc2)n1C	-4	7	4	-4	14	25	0	6	13	-5	2
COc1ccc(S(=O)(=O)N(C)CC(=O)N2CCN(c3ccccc3)CC2)cc1	1	9	7	-6	-8	-11	-8	2	10	13	-20
CC(C)C(=O)Nc1ccc(C(=O)CSc2nnc(C3CC3)n2C2CC2)cc1	8	-12	-2	-2	-10	4	-2	4	7	-14	10
NS(=O)(=O)c1ccc(NC(=O)c2ccc3nccnc3c2)cc1	10	-4	-4	0	-12	6	15	-1	-3	-12	4
COCCn1c(-c2ccc(Cl)cc2)nc2oc3cc(OC)ccc3c(=O)c2c1=O	-4	-11	-6	.	-18	3	7	12	11	5	13
Cc1ccc2c(c1)NC(=O)C(CC(=O)NCCN(CC(C)C)CC(C)C)O2 (stereo unspecified)	5	-12	6	3	-2	13	-5	-5	7	2	-5
COc1cccc(N2C(=O)C3CCCN3C2c2cccs2)c1 (stereo unspecified)	4	8	-12	-4	-1	-6	-1	10	7	-6	10
COc1ccc(C(=O)N/C(=C\c2ccco2)C(=O)NCCN2CCOCC2)cc1	-7	-5	5	-3	19	.	-31	-23	8	-14	6
CC(C)NC(=O)c1ccc2c(c1)S(=O)(=O)c1ccccc1C2=O	2	-1	6	-1	-3	4	-6	-25	-1	-19	24
Cc1ccc(-c2nn(-c3cccc(F)c3)cc2CN2CCN(c3ccccn3)CC2)o1	-19	-3	1	-7	-9	-9	-7	6	2	17	-9
COc1cc(C)c(S(=O)(=O)n2ccc(C)n2)cc1C	8	-1	3	-5	5	8	-4	-24	-5	5	5
N#Cc1ccc(N/N=C/c2ccccc2)c([N+](=O)[O-])c1	1	7	1	3	-28	7	1	5	-13	-9	28

Not all compounds are listed; rates above refer to the full screens.
